tim23-1 inh: growth inhibitors of tim23-1 mutant yeast; S. cerevisiae tim23-1 growth, BacTiter-Glo luminescence, 24 h; inhibition, % at 20 µM; 330,000 compounds, 1.3% hits; AID 463212;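 active = growth inhibition of the mutant yeast at or above 50%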;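 also: temperature-sensitive mutant grown at 25 °C; plate controls were DMSO-treated mutant yeast for no effect and medium wells lacking yeast for full effect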
Mdm2-MdmX inh: disrupts the human Mdm2-MdmX interaction | SaOS-2 split-luciferase Mdm2/MdmX complementation, luminescence | inhibition, % at 8 µM | 330,000 compounds, 3% hits | AID 485346;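 active = inhibition of at least 50% at 8 µM in the primary screen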
tim10-1 inh: growth inhibitors of tim10-1 mutant yeast. S. cerevisiae tim10-1 ts strain growth, BacTiter-Glo, 24 h. inhibition, % at 20 µM. 330,000 compounds, 2.2% hits. AID 463190;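 active = inhibition of at least 40%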;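 also: mutant grown at 25 °C; 0% = DMSO wells with yeast and 100% = wells holding no yeast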
TIM10 inh: TIM10 yeast growth inhibition | 330,000 compounds, 1.4% hits | S. cerevisiae TIM10 strain growth, BacTiter-Glo luminescence, 24 h | inhibition, % at 10 µM;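 active = inhibition of 40% or more at the single tested concentration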;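 also: wild-type TIM10 isogenic control strain grown at permissive 25 °C; 0% = DMSO yeast wells and 100% = minimal medium wells without yeast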
NR3A LBD binder: modulates the human NR3A ligand-binding domain; NR3A LBD differential scanning fluorimetry, Tm shift; 0% = protein alone, 100% = glycine-bound protein; Tm shift relative to glycine control, % at 25 µM; 340,000 compounds, 2.5% hits; AID 1259313;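 active = melting temperature shift of at least 10% of the positive control shift, at one fixed dose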
APJ ag: activates the human apelin receptor APJ. P35414. CHO-K1 APJ PathHunter beta-arrestin, luminescence; 0% DMSO wells, 100% apelin. activation, % at 20 µM. 330,000 compounds, 0.11% hits. AID 2520;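 active = activation more than six SD over the plate average, tested at 20 µM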;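 also: 0% = DMSO alone and 100% = apelin-13 at 10 nM; some results filed as inactive read as strong as hits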
Target sequence (P35414 whole entry, looked up): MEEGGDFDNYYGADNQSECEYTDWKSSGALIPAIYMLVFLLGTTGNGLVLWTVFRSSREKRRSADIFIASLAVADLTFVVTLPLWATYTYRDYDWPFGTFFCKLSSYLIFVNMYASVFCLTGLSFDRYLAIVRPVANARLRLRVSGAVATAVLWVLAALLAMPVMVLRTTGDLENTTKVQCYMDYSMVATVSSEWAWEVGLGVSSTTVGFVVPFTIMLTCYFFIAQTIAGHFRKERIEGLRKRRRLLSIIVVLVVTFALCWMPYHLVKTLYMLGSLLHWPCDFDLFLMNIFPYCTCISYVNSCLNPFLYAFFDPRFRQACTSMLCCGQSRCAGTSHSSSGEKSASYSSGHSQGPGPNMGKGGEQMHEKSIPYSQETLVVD
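Test system: CHO-K1 APJ beta-arrestin complementation cell line | Compound: Single test compound dose, 20 µM final, 1% DMSO | Incubation: Compound 90 min 25 °C, reagent 1 h | Measured by: beta-gal luminescence | Read-out basis: APJ–arrestin association signal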
NLRP3 yeast inh: NALP3 inhibition in yeast; Yeast reconstituted NLRP3/ASC/caspase-1, beta-gal luminescence, 24 h; inhibition, % at 10 µM; 330,000 compounds, 0.39% hits; AID 2825;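 active = inhibition of 50% or more; inactive = inhibition below 50%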;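 also: plate controls were induced DMSO wells for no effect and uninduced yeast grown without galactose for full effect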
UPR CHOP act: activators of apoptotic arm of unfolded protein response (CHOP) | 330,000 compounds, 0.34% hits | AID 449763 | CHO-CHOP luciferase reporter, UPR activation, luminescence; percent of tunicamycin response over DMSO baseline | activation, % at 10 µM;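 active = at 10 µM dose, activation of 40% or more, normalized to positive control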;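 also: 100% = tunicamycin at 10 µg/mL and 0% = DMSO alone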
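Evaluation: % reporter activation, DMSO baseline versus tunicamycin full activation; System: CHO-CHOP luciferase reporter cell line; Input: 500 cells/well; Incubation: 6 h compound treatment, 37 °C; Measured by: Steady-Glo luciferase luminescence; Dosing: one dose, 10 µM in 0.5% DMSO; Buffer or medium: F12 medium, 10% FBS; Benchmarks: positive tunicamycin 10 µg/mL, negative DMSO alone.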
UPR XBP1 act: activators of adaptive arm of unfolded protein response (XBP1); CHO-XBP1 luciferase reporter, IRE1-XBP1 UPR activation, luminescence; percent of tunicamycin response, DMSO as zero; activation, % at 20 µM; 330,000 compounds, 0.33% hits; AID 463104;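 active = versus positive control, 20 µM dose yields 30% or more activation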;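 also: 100% = tunicamycin at 10 µg/mL and 0% = DMSO only wells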
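Test system: CHO-XBP1 luciferase reporter cells | Buffer or medium: Serum-containing F12 medium, 10% FBS | Schedule: 6 h compound exposure at 37 °C, 5% CO2 | Detection: Steady-Glo luciferase glow luminescence, 10 min after reagent addition | Read-out basis: Activation, % of tunicamycin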
Numbers without * were called inactive. Not a hit list; about 8.2% have a hit in one of these screens.

For CCC(C)(C)NC(=O)C(c1cccn1C)N(C(=O)Cn1nnc2ccccc21)c1ccc(NC(C)=O)cc1 (stereo unspecified) the results were tim23-1 inh 1, Mdm2-MdmX inh 20, tim10-1 inh 4, TIM10 inh 6, NR3A LBD binder -1, APJ ag -3, NLRP3 yeast inh 12, UPR CHOP act 0.6 and UPR XBP1 act -5.
Screening N/C(=N\c1nc2c(c(=O)[nH]1)CCC2)Nc1cccc(Cl)c1 returned tim23-1 inh -6, Mdm2-MdmX inh -10, tim10-1 inh -3, TIM10 inh -14, NR3A LBD binder -1, APJ ag 3, NLRP3 yeast inh 12, UPR CHOP act 1.6 and UPR XBP1 act 1.
Screening O=S(=O)(NCCO)c1cccc2cccnc12 returned tim23-1 inh 11, Mdm2-MdmX inh -11, tim10-1 inh 11, TIM10 inh 8, NR3A LBD binder 0, APJ ag -2, NLRP3 yeast inh 5, UPR CHOP act 1.1 and UPR XBP1 act -1.
For CC(C)[C@H](NC(=O)Nc1cccc(Br)c1)C(=O)O the results were tim23-1 inh 10, Mdm2-MdmX inh -10, tim10-1 inh 5, TIM10 inh -5, NR3A LBD binder -2, APJ ag -2, NLRP3 yeast inh -15, UPR CHOP act -2.5 and UPR XBP1 act 4.
`CCN(CC(=O)Nc1c(F)cccc1F)C(=O)CC1CCCCC1` gave tim23-1 inh 26, Mdm2-MdmX inh -16, tim10-1 inh 23, TIM10 inh 10, NR3A LBD binder -2, APJ ag -3, NLRP3 yeast inh 9, UPR CHOP act -1.8 and UPR XBP1 act -1.
For CCCCOc1ccc(C(=O)NCCOc2cccc(OC)c2)cc1 the results were tim23-1 inh 30, Mdm2-MdmX inh 5, tim10-1 inh 36, TIM10 inh -2, NR3A LBD binder 7, APJ ag -5, NLRP3 yeast inh 26, UPR CHOP act 0.4 and UPR XBP1 act -2.
For COc1cc(S(=O)(=O)NCc2ccncc2)c(OC)cc1Br the results were tim23-1 inh 3, Mdm2-MdmX inh 13, tim10-1 inh 0, TIM10 inh 2, NR3A LBD binder -1, APJ ag -2, NLRP3 yeast inh 12, UPR CHOP act 1.7 and UPR XBP1 act -2.
`Cc1ccccc1C(=O)N/N=C/c1ccncc1` gave tim23-1 inh 1, Mdm2-MdmX inh -19, tim10-1 inh 4, TIM10 inh -24, NR3A LBD binder -1, APJ ag -2, NLRP3 yeast inh -2, UPR CHOP act 0.0 and UPR XBP1 act 2.
CCn1c(CC(=O)Nc2ccc(OC)cc2)nnc1SCC(=O)N1CCOCC1 was read as tim23-1 inh -12, Mdm2-MdmX inh 15, tim10-1 inh -16, TIM10 inh 0, NR3A LBD binder -8, APJ ag -5, NLRP3 yeast inh 4, UPR CHOP act 0.2 and UPR XBP1 act -5.
Screening Cc1ccc(Nc2c(-c3ccc(C)o3)nc3cnccn23)cc1 returned tim23-1 inh 35, Mdm2-MdmX inh -28, tim10-1 inh 38, TIM10 inh 19, NR3A LBD binder 0, APJ ag -2, NLRP3 yeast inh 11, UPR CHOP act 4.2 and UPR XBP1 act -4.
Screening Cc1cc(C)c(S(=O)(=O)NCC(CCC(=O)O)C(F)(F)F)c(C)c1 (stereo unspecified) returned tim23-1 inh 8, Mdm2-MdmX inh -25, tim10-1 inh 9, TIM10 inh 13, NR3A LBD binder -1, APJ ag -1, NLRP3 yeast inh 0, UPR CHOP act -1.6 and UPR XBP1 act -3.
Screening CCn1c(SCC(=O)Nc2nc(-c3ccccc3)cs2)nnc1-c1ccccc1O returned tim23-1 inh 42, Mdm2-MdmX inh 3, tim10-1 inh 32, TIM10 inh 15, NR3A LBD binder -4, APJ ag 2, NLRP3 yeast inh 5, UPR CHOP act -0.4 and UPR XBP1 act -3.
Cc1cc(O)c(N)c(C)c1Cl was read as tim23-1 inh 12, Mdm2-MdmX inh 4, tim10-1 inh 1, TIM10 inh -6, NR3A LBD binder 1, APJ ag 1, NLRP3 yeast inh 26, UPR CHOP act -0.1 and UPR XBP1 act -3.
For CC(C)c1ccc(CNC(=O)CCc2ccccc2)cc1 the results were tim23-1 inh 28, Mdm2-MdmX inh 8, tim10-1 inh 6, TIM10 inh 11, NR3A LBD binder -2, APJ ag -4, NLRP3 yeast inh 39, UPR CHOP act -0.5 and UPR XBP1 act 0.
For Cc1nnsc1SCCNC(=O)Nc1ccc(Cl)cc1 the results were tim23-1 inh -3, Mdm2-MdmX inh -22, tim10-1 inh 7, TIM10 inh 9, NR3A LBD binder 28*, APJ ag -1, NLRP3 yeast inh 24, UPR CHOP act 5.1 and UPR XBP1 act 2.
Screening CCOC(=O)[C@@H]1[C@H]2COc3cc(OC)ccc3[C@H]2N2C(=O)N(c3cccc(F)c3)C(=O)[C@@]12C returned tim23-1 inh 44, Mdm2-MdmX inh -15, tim10-1 inh 24, TIM10 inh 26, NR3A LBD binder 2, APJ ag -3, NLRP3 yeast inh 1, UPR CHOP act 0.5 and UPR XBP1 act 0.
For O=c1c2sc3ccccc3c2[nH]c(=S)n1CCN1CCOCC1 the results were tim23-1 inh 9, Mdm2-MdmX inh 7, tim10-1 inh 4, TIM10 inh 6, NR3A LBD binder 6, APJ ag 1, NLRP3 yeast inh 12, UPR CHOP act 1.0 and UPR XBP1 act -1.
`CCN(CC)C(=O)CSc1nc(-c2ccc(C)cc2)nc2c1COC(C)(C)C2` gave tim23-1 inh 28, Mdm2-MdmX inh 24, tim10-1 inh 24, TIM10 inh 22, NR3A LBD binder -1, APJ ag -4, NLRP3 yeast inh 13, UPR CHOP act 4.2 and UPR XBP1 act 1.
For CN(CCN1CCOCC1)C(=O)c1cc(COc2ccc(F)c(F)c2)on1 the results were tim23-1 inh -7, Mdm2-MdmX inh -10, tim10-1 inh -18, TIM10 inh -11, NR3A LBD binder 0, APJ ag -4, NLRP3 yeast inh 15, UPR CHOP act 2.0 and UPR XBP1 act 1.
Cc1ccc(N=Cc2ccc(O)cc2O)cc1F was read as tim23-1 inh 5, Mdm2-MdmX inh 12, tim10-1 inh 16, TIM10 inh 19, NR3A LBD binder 4, APJ ag 0, NLRP3 yeast inh 8, UPR CHOP act -1.4 and UPR XBP1 act 1.
COc1nc(/C=C/N(C)C)c([N+](=O)[O-])c(OC)n1 was read as tim23-1 inh 22, Mdm2-MdmX inh 52*, tim10-1 inh 14, TIM10 inh -3, NR3A LBD binder 2, APJ ag -3, NLRP3 yeast inh -2, UPR CHOP act 1.5 and UPR XBP1 act 0.
CCCCNC(=O)c1ccccc1NC(=O)c1ccc2c(c1)OCO2 was read as tim23-1 inh -10, Mdm2-MdmX inh 10, tim10-1 inh 34, TIM10 inh 16, NR3A LBD binder 3, APJ ag -4, NLRP3 yeast inh 4, UPR CHOP act -0.6 and UPR XBP1 act -1.
Cc1ccc(S(=O)(=O)N2[C@@H](c3cccc(Cl)c3)C(C(=O)O)=CC[C@H]2c2ccc(Cl)cc2)cc1 was read as tim23-1 inh -6, Mdm2-MdmX inh 14, tim10-1 inh 24, TIM10 inh -13, NR3A LBD binder -16, APJ ag -3, NLRP3 yeast inh 7, UPR CHOP act 8.8 and UPR XBP1 act 3.
Screening Cc1ccc(NC(=S)N/N=C2/CCCCc3ccccc32)cc1 returned tim23-1 inh 37, Mdm2-MdmX inh 17, tim10-1 inh 27, TIM10 inh 45*, NR3A LBD binder -7, APJ ag -7, NLRP3 yeast inh 45, UPR CHOP act 3.2 and UPR XBP1 act -1.
Screening Cc1ccc(-n2ncc3c(=O)n(CC(=O)N4CCCCCC4)cnc32)cc1 returned tim23-1 inh 0, Mdm2-MdmX inh 4, tim10-1 inh 8, TIM10 inh -5, NR3A LBD binder 0, APJ ag 5, NLRP3 yeast inh 18, UPR CHOP act -1.6 and UPR XBP1 act -1.
For O=C(CSc1n[nH]c(-c2ccco2)n1)Nc1sc2c(c1C(=O)Nc1ccccc1)CCCC2 the results were tim23-1 inh -5, Mdm2-MdmX inh 7, tim10-1 inh 11, TIM10 inh 11, NR3A LBD binder 6, APJ ag -5, NLRP3 yeast inh 13, UPR CHOP act 2.3 and UPR XBP1 act -3.
For O=C1Nc2ccccc2S/C1=C/c1cccs1 the results were tim23-1 inh 31, Mdm2-MdmX inh 14, tim10-1 inh -3, TIM10 inh 19, NR3A LBD binder 0, APJ ag -4, NLRP3 yeast inh 65*, UPR CHOP act 4.1 and UPR XBP1 act 2.
`CCCc1n(CC(O)COC2CCCCC2)c2ccccc2[n+]1C` (stereo unspecified) gave tim23-1 inh -4, Mdm2-MdmX inh 22, tim10-1 inh 4, TIM10 inh -8, NR3A LBD binder -3, APJ ag -1, NLRP3 yeast inh -12, UPR CHOP act -0.7 and UPR XBP1 act -3.
COC(CNC(=O)c1ccc(N2CCC3(CC2)OCCO3)c([N+](=O)[O-])c1)OC was read as tim23-1 inh 8, Mdm2-MdmX inh -12, tim10-1 inh 13, TIM10 inh 4, NR3A LBD binder 1, APJ ag -2, NLRP3 yeast inh 12, UPR CHOP act 1.1 and UPR XBP1 act 0.
Cc1nn(Cc2ccccc2)c(C)c1C(=O)NCCN1C(=O)S/C(=C\c2ccc(F)cc2)C1=O was read as tim23-1 inh 4, Mdm2-MdmX inh 27, tim10-1 inh 6, TIM10 inh -32, NR3A LBD binder -1, APJ ag -1, NLRP3 yeast inh -10, UPR CHOP act 0.3 and UPR XBP1 act -1.
For CC(C)N(C)Cc1nnnn1CC(=O)N(C)Cc1ccc(F)cc1 the results were tim23-1 inh 17, Mdm2-MdmX inh 14, tim10-1 inh 14, TIM10 inh -1, NR3A LBD binder 0, APJ ag -1, NLRP3 yeast inh 20, UPR CHOP act 1.8 and UPR XBP1 act -3.

Of the compounds above, 2 have a furan ring, fused or not:
Screening Cc1ccc(Nc2c(-c3ccc(C)o3)nc3cnccn23)cc1 returned tim23-1 inh 35, Mdm2-MdmX inh -28, tim10-1 inh 38, TIM10 inh 19, NR3A LBD binder 0, APJ ag -2, NLRP3 yeast inh 11, UPR CHOP act 4.2 and UPR XBP1 act -4.
For O=C(CSc1n[nH]c(-c2ccco2)n1)Nc1sc2c(c1C(=O)Nc1ccccc1)CCCC2 the results were tim23-1 inh -5, Mdm2-MdmX inh 7, tim10-1 inh 11, TIM10 inh 11, NR3A LBD binder 6, APJ ag -5, NLRP3 yeast inh 13, UPR CHOP act 2.3 and UPR XBP1 act -3.

Compound activity deposited in PubChem by Sanford-Burnham Center for Chemical Genomics.
